# esBAF inh – SWI/SNF esBAF complex inhibition; mouse ES cells, Bmi1-luciferase knock-in reporter, 24 h; 100% = twice the neutral-well signal; reporter increase, % at 12.5 µM; hit rate 2% among 350,000; AID 602393; in the data active = activation above about 40%; inconclusive = no clear call, values can overlap the other calls;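 note: 0% = median of the plate's neutral control wells and 100% = double that signal; a rise in the Bmi1 reporter signal indicates esBAF inhibition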
# ERp5 inh – inhibitors of human ERp5. Q15084. ERp5 insulin aggregation, absorbance 650 nm, 90 min. inhibition, % at 9.99 µM. hit rate 0.05% among 350,000. AID 651711;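 active = mean replicate inhibition above about 25%, with every replicate also reaching it, limit read from the data, passing the limit was not always enough; inconclusive = only one of those two criteria met; inactive = neither criterion met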
# Target sequence (Q15084 whole entry, looked up): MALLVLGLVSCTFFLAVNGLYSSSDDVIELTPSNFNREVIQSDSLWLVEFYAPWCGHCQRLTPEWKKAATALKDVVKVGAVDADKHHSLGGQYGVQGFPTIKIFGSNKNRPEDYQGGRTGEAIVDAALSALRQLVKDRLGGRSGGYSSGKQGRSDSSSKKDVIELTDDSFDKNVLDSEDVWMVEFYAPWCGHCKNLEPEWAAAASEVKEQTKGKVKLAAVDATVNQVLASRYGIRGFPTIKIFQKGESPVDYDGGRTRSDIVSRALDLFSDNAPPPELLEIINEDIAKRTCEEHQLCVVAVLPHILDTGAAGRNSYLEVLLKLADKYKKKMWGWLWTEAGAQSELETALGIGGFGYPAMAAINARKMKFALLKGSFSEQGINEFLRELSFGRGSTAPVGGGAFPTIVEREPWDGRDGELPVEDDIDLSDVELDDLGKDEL
# Cneo AK release – Cryptococcus neoformans lysis via adenylate kinase release; lysis activity, % at 15 µM; hit rate 0.2% among 360,000; C. neoformans lysis, adenylate kinase release luminescence, 4 h; normalised: neutral wells 0, clomiphene wells 100;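 active = mean lysis activity across replicates of at least 80%, whatever share of replicates individually reach that level; inactive = mean lysis activity below 80%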
#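 Assay system: C. neoformans cells. Amount: yeast cell density of 5 × 10^6 cells/mL. Technique: AK luminescence. Buffer or medium: YPD. Times: static 4 h at 37 °C with compound, 1 h detection. Dosing: single-point compound dose. Read-out: lysis from increased AK signal.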
# C2C12 statin – suppression of simvastatin myotoxicity; rescue of ATP level, % at 7.49 µM; hit rate 0.78% among 330,000; AID 602340; C2C12 myotubes + simvastatin, ATP luminescence, 48 h; scaled: DMSO 0, geranylgeraniol control 100;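 active = mean ATP rescue above about 67%, or every replicate alone reaching that limit, limit read from the data, passing the limit was not always enough; inconclusive = no clear call, values can overlap the other calls; inactive = mean under the limit and some replicate under it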;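 note: myotubes were challenged with 10 µM simvastatin during compound exposure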
# ARNT TACC3 PPI – disruptors of human ARNT/TACC3 interaction; AlphaScreen His-ARNT PAS-B/GST-TACC3 binding, luminescence; TACC3 fragment carries E629A point mutation; Q9Y6A5; inhibition, % at 9.99 µM; hit rate 0.66% among 390,000;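 active = mean inhibition of replicates at least 50% and at least half of replicates each reaching 50%; inconclusive = half or more replicates reach 50% but mean below 50%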;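 note: 0% = complete ARNT plus TACC3 wells and 100% = ARNT alone without TACC3; many hits fall short of the cut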
# SIRT5 block – blocks human SIRT5 desuccinylation of peptide; Q9NXA8; Purified SirT5, succinyl-peptide AMC, trypsin-coupled fluorescence; inhibition, % at 15 µM; hit rate 1.1% among 330,000; AID 652115; in the data active = inhibition above about 15%; inconclusive = no clear call, values can overlap the other calls
# Target sequence (Q9NXA8 whole entry, looked up): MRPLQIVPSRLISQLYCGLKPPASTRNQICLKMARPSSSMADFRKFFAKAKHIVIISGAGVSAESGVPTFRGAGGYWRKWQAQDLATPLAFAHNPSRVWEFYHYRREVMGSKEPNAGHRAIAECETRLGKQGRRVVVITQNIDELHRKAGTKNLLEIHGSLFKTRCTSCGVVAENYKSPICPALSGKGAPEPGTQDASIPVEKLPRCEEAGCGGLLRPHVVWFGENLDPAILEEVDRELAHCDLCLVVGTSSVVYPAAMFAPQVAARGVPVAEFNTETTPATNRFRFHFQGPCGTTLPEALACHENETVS
# miR-122 sensor – miR-122 inhibition in Huh7 cells; activation (reporter increase), % at 12.5 µM; Huh7 miR-122 Renilla luciferase sensor, 48 h; neutral wells = 0, positive control = 100; hit rate 0.3% among 340,000;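 active = mean replicate activation score at least 90 and every replicate individually at or above 90; inconclusive = only one of the two criteria met; inactive = neither criterion met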;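 note: higher luciferase means less miR-122 activity so hits act as miR-122 inhibitors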
# Starred values were filed as active, the others as inactive; ? = inconclusive; . = no result given; [ ] = remark or other dose.
Molecule,esBAF inh,ERp5 inh,Cneo AK release,C2C12 statin,ARNT TACC3 PPI,SIRT5 block,miR-122 sensor
Cc1cccn2c(=O)c3cc(C(=O)N4CCCC(C)C4)sc3nc12 (stereo unspecified),23,1,-1,4,-7,-8,4
Cc1ccc2nc(N/C(=N/S(=O)(=O)c3ccc(F)cc3F)c3ccccc3)sc2c1,.,-3,-3,.,-1,1,11
O=C(O)c1ccc(NC2CC(=O)N(Cc3ccccc3)C2=O)cc1 (stereo unspecified),-2,6,-1,6,5,0,-6
O=C(COc1ccc(Br)cc1)NNC(=O)c1cc(S(=O)(=O)N2CCOCC2)ccc1Cl,-2,0,-1,3,1,-2,.
N=C1C(c2ccccc2)=C(O)CN1c1cccc2ccccc12,.,4,.,.,10,0,.
O=C1COc2ccc(S(=O)(=O)N3CCN(c4cccc(C(F)(F)F)c4)CC3)cc2N1,0,-2,1,4,-1,-3,-9
COc1ccc(CN(C(=O)CN2C(=O)NC3(CCC(C)CC3)C2=O)C(C)Cc2cccs2)cc1 (stereo unspecified),4,-2,-1,6,4,1,-19
CC(=O)c1ccc(N2CCC(C(=O)O)CC2)cc1,-1,0,-1,-5,.,1,-6
Cc1ccc(SCc2ccc(C(=O)Nc3cccnc3)cc2)cc1,.,?,.,.,-5,-7,.
O=C(C[C@@H]1CC[C@@H]2[C@H](COC[C@H](O)CN2C(=O)Nc2ccc(Cl)c(Cl)c2)O1)NCc1ccc(F)cc1,-6,-1,-7,-16,21,0,-6[16.7 µM]
COc1cccc(CNC(=O)CSCC(=O)Nc2cc(C)on2)c1,8,6,1,5,.,-1,0
COc1c(F)c(F)c(C(=O)Nc2ccc(N3CCN(Cc4ccccc4)CC3)cc2)c(F)c1F,-5,.,.,-19,-4,.,-8
Cc1c(N=NC2=C(O)CC(C)(C)CC2=O)c(=O)n(-c2ccccc2)n1C,.,5,.,.,61*,1,.
Nc1cccc(C(=O)c2ccccc2C(=O)O)c1,.,6,-3,-8,4,.,1
COc1ccc(N2CCN(C(c3cccs3)C(C)NC(=O)c3ccco3)CC2)cc1 (stereo unspecified),8,.,2,.,-2,.,-1
COc1ccc(CNC(=O)C(C)NS(=O)(=O)c2ccc(C)cc2)cc1 (stereo unspecified),.,-3,.,.,-3,-1,.
Cc1noc(C)c1NC(=O)N[C@@H]1C=C[C@@H](CC(=O)Nc2ccc(-c3ccccc3)cc2)O[C@@H]1CO,-7,-2,-1,11,6,1,4[16.7 µM]
CCn1cc(S(=O)(=O)Nc2ccc3c(c2)OCCO3)cn1,.,2,.,.,-4,1,.
COc1cc2c(cc1OC)CN(C(=S)Nc1ccccc1)CC2,11,.,3,-16,21,.,-5
CCOc1cc(C2CC(=O)N3CN(C4CCCCC4)CSC3=C2C#N)ccc1O (stereo unspecified),6,0,-1,1,11,2,.

# Reprinted from the part before: two compounds; new compounds follow.
Molecule,esBAF inh,ERp5 inh,Cneo AK release,C2C12 statin,ARNT TACC3 PPI,SIRT5 block,miR-122 sensor
COc1cc2c(cc1OC)CN(C(=S)Nc1ccccc1)CC2,11,.,3,-16,21,.,-5
CCOc1cc(C2CC(=O)N3CN(C4CCCCC4)CSC3=C2C#N)ccc1O (stereo unspecified),6,0,-1,1,11,2,.
COc1cc(OC)cc(-c2oc(=O)c3cc(OC)c(OC)cc3c2C#CCCCO)c1,2,-4,-1,-30,0,.,-7
CO[C@@H]1CN(C)C(=O)c2cc(NS(=O)(=O)c3ccc(C)cc3)ccc2OC[C@@H](C)N(Cc2ccccn2)C[C@H]1C,-5,3,-1,2,-3,.,.
O=C1C2CCCN2C(c2ccccc2F)N1c1ccc(F)cc1 (stereo unspecified),0,.,4,.,-3,.,8
Cc1cccc(-c2cccc(NC(=O)C3CCCN(C(=O)c4cccnc4)C3)c2)c1 (stereo unspecified),3,-4,0,-5,-1,-38,0
O=C(Nc1cc(=O)[nH]c2ncnn12)c1ccc(Cl)cc1Cl,4,.,-2,16,-28,.,.
C/C(CCc1ccco1)=N\NC(=O)CNc1c(Br)cc(Br)cc1Br,.,-3,.,.,-13,-1,.
O=C(CNC(=O)c1ccc(Cl)cc1)c1ccc(Br)cc1,2,3,-1,-1,-22,-3,.
COc1cccc(C(=O)NC2CCCc3ccccc32)c1 (stereo unspecified),-9,-1,1,10,-3,-1,11
O=C(C[C@H]1CC[C@@H](NS(=O)(=O)c2ccc(F)cc2)[C@@H](CO)O1)NCCc1ccncc1,-4,5,-3,-5,-6,-3,.
Cc1cn(CC(=O)N[C@H](C)c2cccc3ccccc23)c(=O)[nH]c1=O,-5,3,7,-1,1,4,-1
CO[C@@H]1CN(C)C(=O)c2ccc(NC(C)=O)cc2OC[C@H](C)N(Cc2ccccn2)C[C@@H]1C,0,1,-3,-3,1,7,-1[16.7 µM]
C[C@@H]1CN([C@@H](C)CO)C(=O)Cc2cc(NC(=O)C3CCCCC3)ccc2O[C@H]1CN(C)Cc1ccc(C(=O)Nc2ccccc2N)cc1,-26,-10,1,0,.,0,38[16.7 µM]
O=S(=O)(NCCc1ccccn1)c1ccc(OC(F)(F)F)cc1,2,5,-1,1,-5,-6,7
CC(=O)c1sc(NC(=O)CSCc2c(C)noc2C)nc1-c1ccccc1,-6,-5,-1,-6,-12,1,-9
CC(=O)N1[C@@H](CO)[C@H](c2ccccc2)[C@@H]1CN(C)S(=O)(=O)c1ccccc1,2,-6,1,21,-6,1,17[16.7 µM]
COc1cccc(CN2C(=O)[C@H]3Cc4c([nH]c5ccccc45)C(C)(C)N3C2=O)c1,16,-5,1,-3,2,1,.
Cc1ccc2c(c1)[C@@H]1CN(C)CC[C@@H]1N2S(=O)(=O)c1ccc([N+](=O)[O-])cc1,-5,6,2,0,9,-3,-1
CN1C(=O)C(O)(CC(=O)c2ccc(F)cc2)c2cc(Br)ccc21 (stereo unspecified),6,-4,-2,3,-2,.,11
CCc1ccc(NC(=O)/C(C#N)=C/c2cn(CC(=O)O)c3ccccc23)cc1,.,-1,.,.,10,4,.
O=C(O)c1sccc1S(=O)(=O)N1CCN(c2ccc(C(F)(F)F)cn2)CC1,-3,5,-3,2,-18,-2,2
Cc1c(NC(=O)C(C)OC(=O)c2ccc(Cl)nc2)c(=O)n(-c2ccccc2)n1C (stereo unspecified),.,.,2,.,7,.,2
COc1ccc(OC(=O)N(C)C[C@H]2OCc3cn(nn3)CCCC(=O)N([C@@H](C)CO)C[C@H]2C)cc1,2,-1,-14,16,-7,-3,1[16.7 µM]
Cc1cccc(-c2ccc([C@H]3[C@H]4CN(C(=O)c5cccnc5)CCCCN4[C@H]3CO)cc2)c1,.,-6,0,.,-1,-2,11[16.7 µM]
COc1ccc(CNC(=O)c2ccc3ccccc3n2)cc1,82*,2,-3,54,-9,0,-8
C[C@H](CO)N1C[C@H](C)[C@H](CN(C)Cc2ccncc2)Oc2ncc(C#Cc3ccc(F)cc3)cc2C1=O,3,5,-5,29,1,2,6[16.7 µM]
N=c1c2c(ncn1CCCO)Oc1ccc3ccccc3c1C2c1ccccc1 (stereo unspecified),1,-3,-1,17,.,5,-3
COc1ccc(NC(=O)c2cc3cc(OC)ccc3oc2=O)cc1,17,3,1,-1,-4,-6,-6
N/C(=N\OC(=O)CCCc1ccccc1)c1ccccn1,.,2,.,.,-7,-5,.
C[C@@H]1CN([C@H](C)CO)S(=O)(=O)c2ccc(C#Cc3ccccc3)cc2O[C@@H]1CN(C)C(=O)Cc1ccccn1,4,1,2,25,-6,3,31[16.7 µM]
C[C@@H]1CN([C@H](C)CO)C(=O)c2cc(-c3ccccc3)cnc2O[C@@H]1CN(C)C(=O)NC1CCCC1,1,0,10,12,-10,-5,15[16.7 µM]
CC(NC(=O)C1CCN(S(=O)(=O)c2cc([N+](=O)[O-])ccc2Cl)CC1)c1ccccc1 (stereo unspecified),.,2,.,.,2,-2,.
Cc1cccc2nc(CSc3nnc4ccccn34)cn12,.,.,-6,.,-3,.,-4
Cc1ccc(CN(C)C(=O)C2CCC(=O)N(CCc3ccccc3)C2)o1 (stereo unspecified),19,5,-3,14,1,-1,.
CCOC(=O)C1CCCN(C(=O)c2ccc(C(F)(F)F)nc2C)CC1 (stereo unspecified),-3,5,3,-9,.,.,-3
CCOC(=O)C1=C(C)NC2=C(C(=O)CCC2)C1c1cccnc1 (stereo unspecified),-8,.,2,-36,-4,.,8
O=C(CSc1nc(=O)n2ccccc2n1)NC1CCCCC1,.,3,-4,-7,-9,2,0
CC(C)CN(C(=O)c1ccc(N2CCCC2=O)cc1)c1c(N)n(Cc2ccccc2)c(=O)[nH]c1=O,1,2,0,0,-6,-2,1
Cc1cc(C)cc(NC(=O)Nc2ccc3c(c2)CCC3)c1,4,-2,2,-8,1,-2,2
CCOC(=O)COn1c(=O)c[n+]([O-])c2ccccc21,-6,.,5,.,-5,.,5
CCOc1ccc(C(C)=O)cc1CSc1nc(C)cc(C)n1,-7,2,-1,-12,-10,-2,0
CC(C)NC(=O)N(C)C[C@H]1Oc2c(NS(=O)(=O)c3ccc(Cl)cc3)cccc2C(=O)N([C@H](C)CO)C[C@H]1C,-2,0,0,-30,-15,0,-5[16.7 µM]
C[C@@H]1CCCCO[C@@H](CN(C)Cc2ccc(C(F)(F)F)cc2)[C@H](C)CN([C@@H](C)CO)C(=O)c2cc(N(C)C)ccc2O1,10,1,2,.,13,4,-6[16.7 µM]
CCOC(=O)c1cc2c(ccn2C)n1CC(=O)Nc1ccc(F)cc1,-6,-2,.,-2,-7,-6,2
C[C@@H]1CN([C@H](C)CO)C(=O)c2cc(NC(=O)c3ccncc3)ccc2O[C@@H](C)CCCCO[C@@H]1CN(C)S(=O)(=O)c1ccc(F)cc1,-5,1,9,.,.,4,1[16.7 µM]
Cc1cc(C)c(S(=O)(=O)NCC(=O)NCc2ccccn2)c(C)c1,.,-6,.,.,4,-1,.
O/N=C1/C2C3CC4C5C3C1C5C1(OCCO1)C42 (stereo unspecified),4,.,2,-7,-1,.,-9
O=C(/C=C/c1cn(-c2ccccc2)nc1-c1ccc2c(c1)OCCO2)NCCO,.,-4,.,.,16,3,.
Cc1sc(NC(=O)c2cccs2)c(C(N)=O)c1C,88*,.,.,0,0,.,0
O=C(CC1C=Cc2ccccc2N1C(=O)c1ccccc1)c1ccccc1 (stereo unspecified),2,-3,-2,-1,2,-6,3
O=C(Nc1ccccc1N1CCOCC1)C1=NN(c2c(F)c(F)cc(F)c2F)C(=O)CC1,1,2,-3,-1,.,-1,.
CCOCCCNc1c(CC)c(C)c(C#N)c2nc3ccccc3n12,-11,-4,0,-12,-16,1,-3
CC[C@]1(C(=O)OC)[C@H]2C(=O)N(C)C(=O)[C@H]2[C@H]2CN=C(SCC3CC3)N21,-2,4,0,5,-3,-3,-1
CC(C)N(CCC(=O)c1ccc2ccccc2c1)Cc1ccccc1,4,2,3,0,0,-1,10
CO[C@H]1CN(C)C(=O)c2cc(NS(=O)(=O)c3ccccc3Cl)ccc2OC[C@@H](C)NC[C@H]1C,-2,17,-1,0,-11,-2,17[16.7 µM]
COc1cc2c(cc1OC)-c1cc(OCc3ccccc3Cl)nc(=O)n1CC2,4,.,-2,-11,-15,.,-3
COc1ccc(/C=C/C(=O)OCc2cccc([N+](=O)[O-])c2)cc1,.,-4,.,.,-5,-6,.
O=C(/C=C/c1ccco1)NC(=S)Nc1cccc(C(=O)O)c1,19,2,-17,0,-34,22*,.
